# Compound activity (PubChem BioAssay)
# Rin1-Abl PPI inh: blocks binding of human Rin1 to Abl. TR-FRET Rin1/Abl binding, biochemical. actives 0.4% (n = 360,000). P00519+Q13671. inhibition, % at 7.35 µM. AID 588664; in the data active means inhibition above about 5%, passing the limit was not always enough
# Target sequence (P00519 whole entry, looked up): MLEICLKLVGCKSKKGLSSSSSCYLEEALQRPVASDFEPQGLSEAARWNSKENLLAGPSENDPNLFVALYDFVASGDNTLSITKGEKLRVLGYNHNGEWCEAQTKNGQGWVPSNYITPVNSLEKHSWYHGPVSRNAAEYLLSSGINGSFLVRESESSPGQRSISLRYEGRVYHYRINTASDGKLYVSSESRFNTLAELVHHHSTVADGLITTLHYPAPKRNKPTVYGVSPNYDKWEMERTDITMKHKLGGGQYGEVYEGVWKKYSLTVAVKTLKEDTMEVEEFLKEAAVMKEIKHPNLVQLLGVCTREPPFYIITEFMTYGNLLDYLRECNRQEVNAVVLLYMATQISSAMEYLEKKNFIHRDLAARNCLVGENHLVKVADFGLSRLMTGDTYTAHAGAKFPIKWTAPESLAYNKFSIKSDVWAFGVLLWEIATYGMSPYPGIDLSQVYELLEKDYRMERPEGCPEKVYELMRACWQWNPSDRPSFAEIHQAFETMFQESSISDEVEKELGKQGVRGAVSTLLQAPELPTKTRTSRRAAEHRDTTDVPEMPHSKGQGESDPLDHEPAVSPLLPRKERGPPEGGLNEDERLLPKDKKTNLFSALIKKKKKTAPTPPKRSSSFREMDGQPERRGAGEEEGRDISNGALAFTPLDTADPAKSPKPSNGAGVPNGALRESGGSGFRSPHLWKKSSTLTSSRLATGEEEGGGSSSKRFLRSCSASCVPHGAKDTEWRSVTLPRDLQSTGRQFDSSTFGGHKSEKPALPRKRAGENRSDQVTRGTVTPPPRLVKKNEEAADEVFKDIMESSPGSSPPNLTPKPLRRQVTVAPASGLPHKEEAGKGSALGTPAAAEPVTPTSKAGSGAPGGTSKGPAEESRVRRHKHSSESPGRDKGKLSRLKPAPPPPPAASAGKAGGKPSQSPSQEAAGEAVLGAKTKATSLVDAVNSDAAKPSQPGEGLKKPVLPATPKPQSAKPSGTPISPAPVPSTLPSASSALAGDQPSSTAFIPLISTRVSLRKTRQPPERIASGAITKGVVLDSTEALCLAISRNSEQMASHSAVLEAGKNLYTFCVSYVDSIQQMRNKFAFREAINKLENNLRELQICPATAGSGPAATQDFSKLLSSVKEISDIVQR
# Target sequence (Q13671 whole entry, looked up): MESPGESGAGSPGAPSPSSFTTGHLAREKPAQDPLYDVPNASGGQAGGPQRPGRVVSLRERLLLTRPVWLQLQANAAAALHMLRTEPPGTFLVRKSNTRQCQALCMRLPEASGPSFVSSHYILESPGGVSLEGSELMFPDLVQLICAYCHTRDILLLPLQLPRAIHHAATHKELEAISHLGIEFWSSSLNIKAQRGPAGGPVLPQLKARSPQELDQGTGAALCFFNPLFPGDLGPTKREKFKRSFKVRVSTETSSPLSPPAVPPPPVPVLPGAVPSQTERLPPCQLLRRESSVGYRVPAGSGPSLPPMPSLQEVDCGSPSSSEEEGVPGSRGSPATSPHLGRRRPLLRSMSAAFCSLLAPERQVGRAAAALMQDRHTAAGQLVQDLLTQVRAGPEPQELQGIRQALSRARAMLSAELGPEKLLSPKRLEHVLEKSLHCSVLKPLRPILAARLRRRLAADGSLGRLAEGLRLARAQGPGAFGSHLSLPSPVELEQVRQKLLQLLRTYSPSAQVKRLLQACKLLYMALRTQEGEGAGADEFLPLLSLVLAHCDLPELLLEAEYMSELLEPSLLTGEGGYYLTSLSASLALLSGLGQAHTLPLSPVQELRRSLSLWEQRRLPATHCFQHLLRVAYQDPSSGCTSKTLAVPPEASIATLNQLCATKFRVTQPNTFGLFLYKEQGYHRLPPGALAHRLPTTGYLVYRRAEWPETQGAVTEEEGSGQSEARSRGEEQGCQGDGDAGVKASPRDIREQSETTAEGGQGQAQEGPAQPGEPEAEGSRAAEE
# SUMO1 PPI mod: modulators of human SUMO1-mediated protein-protein interactions; P63165; SUMO1 binding to a labelled peptide, TR-FRET, 1 h; inhibition, % at 20 µM; actives 0.33% (n = 360,000); in the data active means inhibition above about 37%
# Rpn11 inh: Rpn11 (human) deubiquitinase inhibition. O00487. calls only at 20 µM. human 26S proteasome, Ub4-pepOG fluorescence polarization; 20S core pre-blocked with epoxomicin. actives 0.59% (n = 360,000). AID 588493;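 active means inhibition at 20 µM, scaled to each plate's controls, above about 33%, limit read from the data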
# Neddylation inh: cullin neddylation inhibition. calls only at 25 µM. TR-FRET cullin neddylation, biochemical. actives 0.58% (n = 360,000). AID 651699; in the data active means inhibition above about 36%
# LMPTP block: blocks human LMPTP phosphatase | P24666 | AID 651560 | recombinant LMPTP-A, OMFP fluorogenic substrate, fluorescence intensity | inhibition, % at 20 µM | actives 0.22% (n = 360,000);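 active means compounds that cut the enzyme signal by at least half of the control window in the single-dose screen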;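 further: plate controls were DMSO wells with enzyme plus substrate for no effect and substrate without enzyme for full effect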
#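 Test system – LMPTP-A enzyme · Amount – LMPTP-A at 0.625 nM final in the reaction · Buffer or medium – Bis-Tris pH 6.0, DTT, detergent · Reagent – OMFP 400 µM · Doses – single 20 µM dose · Schedule – reaction 50 min, room temperature, dark · Detection – fluorescence intensity of OMFP turnover product · Evaluation – percent inhibition versus substrate-only and uninhibited controls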
# NadD inh: NadD (S. aureus) enzyme inhibition; inhibition, % at 20 µM; actives 0.78% (n = 360,000); purified NadD enzyme, colorimetric absorbance read-out; in the data active means inhibition above about 26%; further: some compounds past the cut are filed as inactive
# DNMT1 inh: DNMT1 (human) enzyme inhibition; DNMT1 molecular beacon, Hinp1I cleavage, fluorescence; inhibition (reported as % activation of signal), % at 10 µM; actives 0.83% (n = 360,000); AID 588458; in the data active means inhibition above about 50%
# Scp-1 inhibitor: Scp-1 (human) phosphatase inhibition | Recombinant Scp1, phosphopeptide, malachite green phosphate absorbance | actives 0.88% (n = 340,000) | inhibition, % at 20 µM;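 active means inhibition above about 50% at 20 µM, limit read from the data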;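 further: plate controls were DMSO wells with enzyme for no effect and wells lacking enzyme for full effect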
#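 Incubation: 45 min enzyme reaction at room temperature / System: truncated SCP-1 phosphatase (76-261aa) / Reagent: Phospho 17-mer peptide substrate / Buffer or medium: Acidic Tris acetate buffer with magnesium and detergent / Signal: absorbance at 630 nm / Doses: one concentration, 20 µM, with 1.0% DMSO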
# STEP inh: inhibitors of human striatal-enriched phosphatase STEP; P54829; recombinant STEP, OMFP fluorogenic substrate, fluorescence; inhibition, % at 20 µM; actives 0.25% (n = 360,000); AID 588621;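 active means inhibition at 20 µM, scaled per plate between control wells, above about 37%, limit read from the data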;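 further: 0% = DMSO with enzyme and substrate and 100% = substrate only without enzyme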
#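 medium = Bis-Tris buffer pH 6.0, 2.5 mM DTT, 0.005% Tween 20 | test system = STEP (striatal-enriched tyrosine phosphatase) enzyme, cell-free | measure = normalized % inhibition | compound dosing = 20 µM, 1% DMSO | also added = 25 µM OMFP | schedule = reaction 20 min, ambient temperature | measured by = fluorescence read at 480 nm ex / 540 nm em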
# CSN inh: blocks human CSN-mediated cullin deneddylation; Q92905; Purified CSN, SCF-Nedd8-OG deneddylation, fluorescence polarization; inhibition, % at 12.5 µM; actives 0.38% (n = 360,000); AID 651999;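 active means pattern-corrected inhibition above about 35%, with an unprinted fluorescence ratio check between 0.5 and 1.5, limit read from the data, passing the limit was not always enough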;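 further: 0% = enzyme with substrate and 100% = substrate without enzyme; some results filed as inactive read as strong as hits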
#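 Assay system: purified human Csn5 enzyme expressed in HEK293T cells; measure: % inhibition; also added: SCFSkp2-Nedd8OG substrate at 10 nM final; technique: fluorescence polarization; times: reaction 90 min, room temperature; medium: Tris buffer pH 7.5, NaCl, DTT, Tween-20, trehalose, ovalbumin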
# * hit, by the source's call; i = inactive; nt = not tested or not shown; + = active, no number. Rows are unselected; about 3.8% have a hit in one of these screens.
SMILES,Rin1-Abl PPI inh,SUMO1 PPI mod,Rpn11 inh,Neddylation inh,LMPTP block,NadD inh,DNMT1 inh,Scp-1 inhibitor,STEP inh,CSN inh
Cc1ccc(NC(=O)COc2ccc(/C(N)=N/O)cc2)cc1C,-0.7,4.4,i,i,-0.1,-4.8,2.9,3.3,-2.2,1.7
CC(=O)Nc1ccc(OC(=O)CC2SC(=O)NC2=O)cc1 (stereo not drawn),2.6,-0.9,i,i,-2.1,8.3,9.5,8.3,6.0,3.5
O=S(=O)(c1ccc(Cl)nc1)N1CCN(c2ncccn2)CC1,1.2,2.7,i,i,-1.7,-5.3,0.9,-7.4,0.1,-5.4
CCCCc1c(O)c2cccc3c2n(c1=O)CCC3,-0.4,-3.6,i,i,-1.1,5.7,-2.0,0.1,-0.4,0.2
COC(=O)c1cccc(NS(=O)(=O)c2ccc(OC)cc2)c1C,-0.5,0.5,i,i,-1.5,2.0,0.0,-9.8,-0.6,-5.5
COc1ccc(Cl)cc1NC(=O)C1COc2ccccc2O1 (stereo not drawn),-1.1,0.2,i,i,1.7,-7.8,-4.0,-10.1,-0.4,11.0
COc1cccc(/C=N/NC(=O)Cn2ccnc2C)c1,-2.2,-10.3,i,i,-0.5,0.7,1.9,-0.9,1.2,5.4
COc1ccc(CCNS(=O)(=O)c2cc3c4c(c2)CCN4C(=O)CC3)cc1OC,-3.0,1.2,i,i,-1.3,0.8,-1.0,-2.7,-0.6,2.4
O=C(Nc1nccs1)NC(C(F)(F)F)C(F)(F)F,-1.3,1.8,i,i,-1.3,4.5,-0.8,-1.6,1.9,3.3
O=C(Nc1ccc2c(c1)OCCO2)C1c2ccccc2OCC(=O)N1Cc1cccnc1 (stereo not drawn),nt,2.7,nt,i,-1.2,6.6,nt,nt,nt,-2.1
COc1ccc2c(c1OC)C(=O)OC2Nc1nc(-c2cc3ccccc3oc2=O)cs1 (stereo not drawn),-1.8,-22.2,i,i,-0.6,-17.7,0.5,2.7,-1.4,3.9
CN(/N=C/c1ccc(-c2ccc([N+](=O)[O-])cc2)o1)c1ccccc1,-1.9,-11.3,nt,i,9.9,-3.4,-1.2,-7.0,7.1,50.1*
CCOC(=O)C(CC)Sc1nnc(COc2ccc(C)cc2)n1-c1ccccc1 (stereo not drawn),-2.1,2.2,i,i,-3.5,3.6,-5.2,-2.3,2.2,10.1
CCOc1ccc(CNC(=O)CCCC(=O)n2ncc3cc(C)ccc32)cc1,-2.9,-0.3,i,i,0.0,-1.1,1.8,-8.5,-0.3,-6.8
O=C(NNS(=O)(=O)c1ccc(F)cc1F)C1Cc2c(ccc3ccccc23)O1 (stereo not drawn),-3.9,-5.8,i,i,-0.7,-2.9,-1.9,-1.1,-1.6,-0.3

# Two entries from above, reformatted:
SMILES	Rin1-Abl PPI inh	SUMO1 PPI mod	Rpn11 inh	Neddylation inh	LMPTP block	NadD inh	DNMT1 inh	Scp-1 inhibitor	STEP inh	CSN inh
O=C(Nc1nccs1)NC(C(F)(F)F)C(F)(F)F	-1.3	1.8	i	i	-1.3	4.5	-0.8	-1.6	1.9	3.3
O=C(Nc1ccc2c(c1)OCCO2)C1c2ccccc2OCC(=O)N1Cc1cccnc1 (stereo not drawn)	nt	2.7	nt	i	-1.2	6.6	nt	nt	nt	-2.1

# The main list resumes; the 3 compounds before the break are reprinted first.
SMILES,Rin1-Abl PPI inh,SUMO1 PPI mod,Rpn11 inh,Neddylation inh,LMPTP block,NadD inh,DNMT1 inh,Scp-1 inhibitor,STEP inh,CSN inh
CCOC(=O)C(CC)Sc1nnc(COc2ccc(C)cc2)n1-c1ccccc1 (stereo not drawn),-2.1,2.2,i,i,-3.5,3.6,-5.2,-2.3,2.2,10.1
CCOc1ccc(CNC(=O)CCCC(=O)n2ncc3cc(C)ccc32)cc1,-2.9,-0.3,i,i,0.0,-1.1,1.8,-8.5,-0.3,-6.8
O=C(NNS(=O)(=O)c1ccc(F)cc1F)C1Cc2c(ccc3ccccc23)O1 (stereo not drawn),-3.9,-5.8,i,i,-0.7,-2.9,-1.9,-1.1,-1.6,-0.3
O=C(O)c1ccccc1C(=O)Nc1nccs1,-9.2,4.4,i,i,-1.7,-5.3,-0.6,-9.4,-0.2,1.0
O=[N+]([O-])c1ccc(C[n+]2cccc3c4ccccc4ccc32)cc1,-2.0,-28.6,i,nt,3.3,2.1,2.4,-1.3,0.8,-1.6
CCC(c1nnnn1Cc1ccccc1)N(Cc1cc2cc(OC)ccc2[nH]c1=O)CC1CCCO1 (stereo not drawn),-4.2,-14.2,i,i,-1.7,6.7,-1.2,-12.7,3.3,-4.5
COC(=O)c1ccc(NC(=O)C2C3C=CC(C3)C2C(=O)O)cc1 (stereo not drawn),3.7,14.2,i,i,3.3,-4.5,3.3,-0.5,2.5,-3.9
Nc1ncncc1-c1ccc(F)cc1,2.5,15.0,i,i,-2.9,-6.4,-0.8,nt,0.5,2.8
Cc1cc(NC(=O)CCC(=O)N(CC2CCCO2)C(C(=O)NC2CCCC2)c2ccccc2C)no1 (stereo not drawn),-0.2,1.4,i,i,0.1,-5.3,0.8,-6.7,-1.8,5.4
CCn1c(NCCO)nc2c(c1=O)C(C)(CC)Cc1ccccc1-2 (stereo not drawn),3.8,3.2,i,nt,-1.1,-8.0,-1.4,-6.9,-1.9,3.3
CCc1ccc2c(c1)C(=O)c1ccccc1C2=O,1.3,-23.4,i,i,0.6,-8.1,8.1,-8.4,-0.7,-0.3
O=C(COc1ccc(Oc2ccccc2)cc1)NC1CCS(=O)(=O)C1 (stereo not drawn),1.1,2.8,i,i,-0.8,-1.5,2.4,-16.0,3.2,0.9
CCn1c2ccccc2c2cc(NC(=O)COc3ccccc3OC)ccc21,3.2,1.0,i,i,2.5,-5.4,-0.7,-9.8,1.1,-6.7
CN(C)CCCNC(=O)C[C@H]1C[C@H](C(=O)N2CCCCC2)[C@@]2(C)c3[nH]c4cc(-c5ccco5)ccc4c3CCN2C1=O,-0.8,-17.8,i,+,-5.7,3.3,7.7,-4.0,-0.3,-0.1
Cc1c(CCC(=O)NCCC(=O)O)c(=O)oc2c(C)c3oc4c(c3cc12)CCCC4,-1.6,20.1,i,i,2.4,-7.8,-0.1,-1.3,4.5,0.1
COC(=O)c1ccccc1NC(=O)CSc1nc(NC(=O)c2ccccc2)c2c(C)c(C)oc2n1,6.5,66.5*,i,i,1.7,6.6,-7.8,-4.2,1.4,5.8
CCOc1ccc(S(=O)(=O)N2CCC(C(=O)NC3CCCC3)CC2)cc1,0.4,4.1,i,i,-0.7,-0.9,0.5,25.8,-1.0,-3.0
CC12CCC(=O)N1C(C(=O)Nc1nc(-c3cc(F)ccc3F)cs1)CS2 (stereo not drawn),0.7,4.3,i,i,0.6,-3.7,5.9,-2.8,0.1,0.8
C/C(=N\NC(=O)c1ccco1)c1cccc2ccccc12,-3.9,-6.1,i,i,-0.9,1.5,0.8,-7.1,1.0,-1.5
CCOC(=O)C(C)Sc1nc2c(c(-c3cccs3)c1C#N)CCC2 (stereo not drawn),-2.1,-0.4,i,i,2.1,-0.9,16.2,-15.2,1.6,5.0
Cc1ncc(CSc2ccc(Cl)cc2)c(CO)c1O,-0.4,-9.5,i,i,3.5,4.3,3.6,-6.0,-1.6,3.9
Cc1ccsc1C(=O)N1CCN(c2ccccn2)CC1,2.2,3.4,i,i,-0.8,-4.7,2.0,-2.0,1.7,-2.4
CSc1ccc(S(=O)(=O)N2CCCC2)cc1,1.9,-4.7,i,i,-3.0,-11.9,3.1,1.0,0.9,3.8
O=C(/C(=N/O)c1ccccc1)c1ccccc1,0.4,2.8,i,i,-0.9,-3.7,0.9,-7.4,2.2,-1.8
NC(=O)c1nsc(C(=O)N(c2ccccc2)C(C(=O)NCC2CCCO2)c2ccc3ncccc3c2)c1N (stereo not drawn),2.3,-16.6,i,nt,0.6,5.0,-1.8,-5.5,-0.9,-1.9
CCC(=O)N1c2ccc(S(=O)(=O)NCCc3ccc(C)cc3)cc2CC1C (stereo not drawn),2.5,3.2,i,i,-1.5,-7.4,5.6,-6.3,-1.6,5.3
COc1ccc(N2CCN(C(=O)CNC(=O)c3cccs3)CC2)cc1,2.2,4.3,i,i,1.6,2.2,0.7,7.0,1.1,2.1
Cc1cc(C)nc(N2CCC(C(=O)NC3CCCCCC3)CC2)n1,-0.8,-0.7,i,i,0.1,-4.9,0.9,-2.8,-3.5,5.5
O=C(NCC1CCCO1)c1cc(-c2ccccc2)nc2ccc(Br)cc12 (stereo not drawn),-15.8,-22.3,i,i,0.9,-3.1,-1.3,-3.6,0.2,29.2
O=[N+]([O-])c1ccc2[nH]c3c(c2c1)CCCC3O (stereo not drawn),-3.9,0.0,i,i,-1.2,0.3,2.8,-2.9,-2.3,-16.1
COc1ccc(NC(=S)N2CCN(S(C)(=O)=O)CC2)cc1OC,-0.1,0.5,i,i,-0.5,-1.7,0.1,-4.8,0.9,5.6
Cc1cccc(NC(=O)NC(=O)c2ccccc2)n1,-2.0,2.3,i,i,-1.5,-1.2,-1.4,-19.9,-0.5,8.5
C=CCN(CC=C)C(=S)NC(=O)/C=C/c1ccccc1,0.7,-6.0,i,i,-0.8,0.1,2.2,-9.7,1.7,-2.6
O=C(CN1c2cccc3cccc(c23)S1(=O)=O)NCCc1ccccc1,2.1,-15.8,i,i,1.1,-7.4,-4.5,-0.1,-2.0,2.0
COc1ccc(OC)c(N/C(C)=C/C(=O)c2ccccc2)c1,-2.1,-11.5,i,i,1.0,-4.5,-6.1,-1.4,1.5,-4.6
CNc1ccccc1C(C)(C)c1cc(-c2cccc(OC)c2)no1,-0.9,-1.1,i,i,-0.4,-7.6,-1.7,-8.4,-0.5,4.9
Cc1nn(-c2ccccc2)cc1C(=S)Nc1ccccc1,0.7,2.9,i,i,-0.4,-5.2,1.7,-4.0,0.7,6.9
Cc1c(C(=O)N(Cc2ccc(N(C)C)cc2)CC2CCCO2)oc2ccccc12 (stereo not drawn),2.6,-0.6,i,i,2.1,-0.3,0.7,-44.7,-0.8,2.6
CCCCCC(O)(CCCCC)C(=O)NNc1ccccc1,-1.1,4.0,i,i,0.8,7.0,0.3,-2.0,0.0,2.7

# Individual results from the results shown:
# Entry for `CN(C)CCCNC(=O)C[C@H]1C[C@H](C(=O)N2CCCCC2)[C@@]2(C)c3[nH]c4cc(-c5ccco5)ccc4c3CCN2C1=O` in STEP inh: -0.3
# Entry for `Cc1cc(NC(=O)CCC(=O)N(CC2CCCO2)C(C(=O)NC2CCCC2)c2ccccc2C)no1` (stereo not drawn) in CSN inh: 5.4
